Source: PubChem
SRC1 inh: human NCOA1 inhibition | 0.12% of 360,000 active | HEK293 GAL4-SRC1 luciferase reporter, luminescence | AID 588354 | Q15788 | inhibition, % at 3.6 µM;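 active = inhibition above the campaign mean plus 3 SD, with each screening campaign given its own cutoff, cut at about 60% in these data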;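 note: 0% = DMSO treated cells and 100% = gossypol at 36 µM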
Target sequence (Q15788 whole entry, looked up, the tested form may be a part): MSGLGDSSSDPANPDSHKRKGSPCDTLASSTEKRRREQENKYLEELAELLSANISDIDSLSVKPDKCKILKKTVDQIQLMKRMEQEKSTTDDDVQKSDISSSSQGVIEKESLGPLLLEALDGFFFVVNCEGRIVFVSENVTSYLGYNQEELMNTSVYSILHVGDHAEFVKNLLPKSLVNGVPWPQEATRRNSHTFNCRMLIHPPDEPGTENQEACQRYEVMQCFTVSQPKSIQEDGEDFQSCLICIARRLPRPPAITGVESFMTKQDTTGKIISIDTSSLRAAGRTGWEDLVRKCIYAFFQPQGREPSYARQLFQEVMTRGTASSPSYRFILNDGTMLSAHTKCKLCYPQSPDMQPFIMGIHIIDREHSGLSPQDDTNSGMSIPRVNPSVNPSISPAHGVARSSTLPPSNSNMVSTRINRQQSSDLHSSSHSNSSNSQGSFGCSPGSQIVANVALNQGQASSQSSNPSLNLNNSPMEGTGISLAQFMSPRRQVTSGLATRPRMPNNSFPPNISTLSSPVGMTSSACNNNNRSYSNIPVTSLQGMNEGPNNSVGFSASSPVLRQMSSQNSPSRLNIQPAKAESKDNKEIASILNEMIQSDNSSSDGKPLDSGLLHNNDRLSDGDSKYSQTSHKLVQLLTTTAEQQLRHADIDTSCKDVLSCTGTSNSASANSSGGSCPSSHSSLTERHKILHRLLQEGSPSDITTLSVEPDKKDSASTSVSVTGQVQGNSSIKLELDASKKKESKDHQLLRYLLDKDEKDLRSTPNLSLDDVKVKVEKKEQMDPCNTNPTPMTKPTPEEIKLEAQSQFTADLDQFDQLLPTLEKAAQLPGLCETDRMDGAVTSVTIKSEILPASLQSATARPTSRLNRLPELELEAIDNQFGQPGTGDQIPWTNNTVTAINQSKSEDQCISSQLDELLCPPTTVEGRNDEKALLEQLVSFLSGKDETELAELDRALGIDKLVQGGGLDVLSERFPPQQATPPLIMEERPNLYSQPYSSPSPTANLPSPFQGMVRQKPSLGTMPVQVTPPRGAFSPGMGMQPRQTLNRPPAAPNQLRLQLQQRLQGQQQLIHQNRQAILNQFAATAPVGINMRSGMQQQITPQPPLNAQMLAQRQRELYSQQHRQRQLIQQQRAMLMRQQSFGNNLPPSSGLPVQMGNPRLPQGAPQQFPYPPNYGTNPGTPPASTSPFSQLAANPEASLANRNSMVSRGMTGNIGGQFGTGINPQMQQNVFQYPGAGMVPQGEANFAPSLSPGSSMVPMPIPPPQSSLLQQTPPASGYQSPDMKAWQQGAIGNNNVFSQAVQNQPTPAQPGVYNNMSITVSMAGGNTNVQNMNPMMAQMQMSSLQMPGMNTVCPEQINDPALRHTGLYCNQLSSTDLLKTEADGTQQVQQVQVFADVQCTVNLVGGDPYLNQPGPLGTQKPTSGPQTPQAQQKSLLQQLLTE
SRC2 inh: human SRC2 (NCOA2) inhibition; 0.17% of 370,000 active; HEK293 GAL4-SRC2 luciferase reporter, luminescence; Q15596; inhibition, % at 9 µM;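 active = inhibition above the mean inhibition of all tested compounds plus 3 SD, set per campaign, cut at about 52% in these data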;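 note: 0% = DMSO treated cells and 100% = cells given Gossypol at 36 µM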
NR5A2 inv ag: NR5A2 inverse agonism in reporter assay | inhibition, % at 3.6 µM | O00482 | HEK293T StAR-luciferase reporter, LRH-1 transfected, 24 h | 0.13% of 360,000 active;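 active = inhibition above the mean inhibition of all tested compounds plus 3 SD, cut at about 73% in these data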;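 note: 0% = DMSO wells and 100% = reporter-only cells lacking LRH-1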
NOD2-RIPK2 inh: inhibitors of human NOD2-RIPK2 interaction. CHO BLA complementation NOD2-RIPK2, CCF4 ratio. inhibition, % at 4.98 µM. O43353. 0.38% of 360,000 active; in the data active = inhibition above about 21%;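 note: 0% = vehicle only and 100% = reference blocker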
SRC3 inh: inhibits human SRC3 coactivator | 0.17% of 360,000 active | HEK293 GAL4-SRC3 luciferase reporter, luminescence | inhibition, % at 3.6 µM;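 active = inhibition above a per-campaign cutoff, the mean of all compounds plus 3 SD, cut at about 60% in these data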;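 note: 0% = DMSO-treated cells and 100% = gossypol-treated cells at 36 µM; higher means less SRC3-driven luciferase light from the GAL4 reporter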
TROY signal inh: blocks TROY-dependent signaling in reporter cells; Q293 LMP1-TROYcd NF-kB luciferase reporter, 4 h; inhibition, % at 10 µM; 0.98% of 360,000 active;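 active = compounds whose plate-normalised and pattern-corrected inhibition of the luciferase reporter signal at the single screening dose is 50% or more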
TWEAK-Fn14 inh: blocks TWEAK-Fn14 interaction in a reporter cell assay | TWEAK-stimulated Fn14 reporter cells, luciferase luminescence, 8 h | inhibition, % at 10 µM | 2% of 360,000 active; in the data active = inhibition above about 50%
COUP-TFII inh: blocks human COUP-TFII nuclear receptor; P24468; HEK293T NGFI-A luciferase reporter, luminescence; inhibition, % at 8.6 µM; 0.7% of 370,000 active; AID 686940;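 active = inhibition above a per-plate cutoff, mean inhibition of test wells between control levels plus 3 SD, cut at about 38% in these data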;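 note: cells cotransfected with COUP-TFII expression vector driving the NGFI-A reporter; 0% = median of COUP-TF2 test wells and 100% = reporter-only cells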
TLR9-MyD88 inh: inhibitors of human TLR9-MyD88 binding; Q9NR96+Q99836; 0.21% of 340,000 active; inhibition, % at 4.98 µM; CHO BLA complementation TLR9-MyD88, CCF4 FRET ratio; AID 504734;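 active = inhibition above the mean over all tested compounds plus 3 SD, cut at about 21% in these data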;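 note: 0% = DMSO only wells and 100% = clavulanate BLA inhibitor control wells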
TRAIL sens C8: sensitizes caspase-8 expressing cells to TRAIL. NB7+C8 cells + TRAIL, ATPlite viability luminescence. inhibition (viability loss, TRAIL sensitization), % at 10 µM. 1% of 360,000 active;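 active = compounds causing at least 50% loss of cell viability in the single-dose screen, relative to plate controls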
EBV LMP1 NFkB: inhibitors of Epstein-Barr LMP1-induced NF-kappaB reporter; LMP1-induced NF-kappaB luciferase reporter cells, luminescence; inhibition, % at 12.5 µM; 0.69% of 350,000 active; AID 504558; in the data active = inhibition above about 41%;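 note: 0% = neutral control wells and 100% = reference inhibitor control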
* marks the source's active call; other numbers are inactive results.

What do the screens show for `Cc1ccc([C@H]2C[C@H](O)[C@@H](n3cc(C4CC4)nn3)CN2CC2CCCCC2)cc1`?
SRC1 inh: 2; SRC2 inh: 5; NR5A2 inv ag: 11; NOD2-RIPK2 inh: -7; SRC3 inh: -16; TROY signal inh: -34; TWEAK-Fn14 inh: -5; COUP-TFII inh: 13; TLR9-MyD88 inh: 0; TRAIL sens C8: -4; EBV LMP1 NFkB: 0

What do the screens show for `CCOc1cc(C(N)=O)cc(Br)c1OCc1ccccc1`?
SRC1 inh: 6; SRC2 inh: 18; NR5A2 inv ag: 3; NOD2-RIPK2 inh: 0; SRC3 inh: 7; TROY signal inh: 17; TWEAK-Fn14 inh: 14; COUP-TFII inh: 20; TLR9-MyD88 inh: -5; TRAIL sens C8: -15; EBV LMP1 NFkB: 1

How did COC(=O)C1=C(O)/C(=C\c2ccc(CNS(=O)(=O)c3ccc(Cl)cc3)o2)N=C1C do in these assays?
SRC1 inh: 8; SRC2 inh: -21; NR5A2 inv ag: -5; NOD2-RIPK2 inh: -7; SRC3 inh: 10; TROY signal inh: -7; TWEAK-Fn14 inh: 24; COUP-TFII inh: -6; TLR9-MyD88 inh: -5; TRAIL sens C8: 22; EBV LMP1 NFkB: -2

What do the screens show for `CSc1ncc(CN2CCN(CCC(C)C)C(CCO)C2)cn1` (stereo not drawn)?
SRC1 inh: 5; SRC2 inh: -2; NR5A2 inv ag: 8; NOD2-RIPK2 inh: 2; SRC3 inh: 19; TROY signal inh: 5; TWEAK-Fn14 inh: 17; COUP-TFII inh: -5; TLR9-MyD88 inh: -6; TRAIL sens C8: -15; EBV LMP1 NFkB: -1

How did COC(=O)c1nc(NC(=O)c2ccccc2Br)n[nH]1 do in these assays?
SRC1 inh: -1; SRC2 inh: -7; NR5A2 inv ag: 9; NOD2-RIPK2 inh: 5; SRC3 inh: 3; TROY signal inh: -3; TWEAK-Fn14 inh: 27; COUP-TFII inh: 4; TLR9-MyD88 inh: -2; TRAIL sens C8: -4; EBV LMP1 NFkB: -5

How did COc1cc2c(cc1NC(=O)COC(=O)CNC(=O)c1ccccc1)oc1ccccc12 do in these assays?
SRC1 inh: -59; SRC2 inh: -25; NR5A2 inv ag: 2; NOD2-RIPK2 inh: -6; SRC3 inh: -20; TROY signal inh: -38; TWEAK-Fn14 inh: -26; COUP-TFII inh: -14; TLR9-MyD88 inh: 4; TRAIL sens C8: -6; EBV LMP1 NFkB: -11

What do the screens show for `Cc1ccc2c(c1)-c1cc(C)nn1C(c1sccc1C)N2` (stereo not drawn)?
SRC1 inh: -16; SRC2 inh: -63; NR5A2 inv ag: -2; NOD2-RIPK2 inh: -1; SRC3 inh: -16; TROY signal inh: -82; TWEAK-Fn14 inh: 5; COUP-TFII inh: -5; TLR9-MyD88 inh: -2; TRAIL sens C8: -5; EBV LMP1 NFkB: -10

How did COc1ccccc1Oc1coc2cc(OC(=O)N3CCOCC3)ccc2c1=O do in these assays?
SRC1 inh: -26; SRC2 inh: 2; NR5A2 inv ag: 12; NOD2-RIPK2 inh: 4; SRC3 inh: -10; TROY signal inh: -16; TWEAK-Fn14 inh: -5; COUP-TFII inh: -6; TLR9-MyD88 inh: 1; TRAIL sens C8: 1; EBV LMP1 NFkB: 0

Results for O=S(=O)(CCNCCc1ccccc1)NC1CCCCC1 ?
SRC1 inh: 1; SRC2 inh: -32; NR5A2 inv ag: -17; NOD2-RIPK2 inh: -1; SRC3 inh: -22; TROY signal inh: -25; TWEAK-Fn14 inh: 0; COUP-TFII inh: -8; TLR9-MyD88 inh: -4; TRAIL sens C8: -9; EBV LMP1 NFkB: -8

What do the screens show for `COc1ccc(NC(=O)c2ccc(NC(=O)CN3CCC(C(N)=O)CC3)cc2)cc1`?
SRC1 inh: -21; SRC2 inh: 10; NR5A2 inv ag: -10; NOD2-RIPK2 inh: -4; SRC3 inh: -15; TROY signal inh: -28; TWEAK-Fn14 inh: 7; COUP-TFII inh: -16; TLR9-MyD88 inh: -12; TRAIL sens C8: -11; EBV LMP1 NFkB: 5

How did O=C(Nc1cccc(C(F)(F)F)c1)c1cccnc1N1CCOCC1 do in these assays?
SRC1 inh: -1; SRC2 inh: 10; NR5A2 inv ag: -2; NOD2-RIPK2 inh: 1; SRC3 inh: 7; TROY signal inh: -1; TWEAK-Fn14 inh: 6; COUP-TFII inh: -4; TLR9-MyD88 inh: -8; TRAIL sens C8: -7; EBV LMP1 NFkB: 8

How did COc1ccccc1NC(=O)CCN1C(=O)C2C3CCC(C3)C2C1=O (stereo not drawn) do in these assays?
SRC1 inh: 11; SRC2 inh: 0; NR5A2 inv ag: -9; NOD2-RIPK2 inh: 6; SRC3 inh: 0; TROY signal inh: -4; TWEAK-Fn14 inh: -13; COUP-TFII inh: 11; TLR9-MyD88 inh: -4; TRAIL sens C8: -10; EBV LMP1 NFkB: 1

What do the screens show for `CC1CCCN(S(=O)(=O)c2ccc(NC(=O)C3CC(=O)N(c4ccccc4)C3)cc2)C1` (stereo not drawn)?
SRC1 inh: -6; SRC2 inh: 23; NR5A2 inv ag: -3; NOD2-RIPK2 inh: -8; SRC3 inh: 15; TROY signal inh: 0; TWEAK-Fn14 inh: -1; COUP-TFII inh: 2; TLR9-MyD88 inh: 13; TRAIL sens C8: -8; EBV LMP1 NFkB: 4

What do the screens show for `NC(=S)N/N=C/c1cccc(O)c1O`?
SRC1 inh: -7; SRC2 inh: -2; NR5A2 inv ag: 10; NOD2-RIPK2 inh: -5; SRC3 inh: -2; TROY signal inh: -27; TWEAK-Fn14 inh: -28; COUP-TFII inh: 2; TLR9-MyD88 inh: 8; TRAIL sens C8: 25; EBV LMP1 NFkB: -11

Results for CC(C)c1ccc(NC(=O)c2cc(Br)ccc2Br)cc1 ?
SRC1 inh: -3; SRC2 inh: -3; NR5A2 inv ag: -18; NOD2-RIPK2 inh: -10; SRC3 inh: -3; TROY signal inh: -51; TWEAK-Fn14 inh: -25; COUP-TFII inh: 10; TLR9-MyD88 inh: -1; TRAIL sens C8: 4; EBV LMP1 NFkB: -12

What do the screens show for `COc1ccc(C(=O)/C=C2/c3ccccc3CC(C)(C)N2C)cc1`?
SRC1 inh: -30; SRC2 inh: -12; NR5A2 inv ag: -6; NOD2-RIPK2 inh: -2; SRC3 inh: -32; TROY signal inh: -8; TWEAK-Fn14 inh: 33; COUP-TFII inh: -11; TLR9-MyD88 inh: 8; TRAIL sens C8: 14; EBV LMP1 NFkB: 3

What do the screens show for `Cc1cc2cc(CNC(=O)Cc3cccs3)ccc2n1C`?
SRC1 inh: 4; NR5A2 inv ag: 3; NOD2-RIPK2 inh: -6; SRC3 inh: -14; TROY signal inh: 16; TWEAK-Fn14 inh: 10; TLR9-MyD88 inh: -2; TRAIL sens C8: 7; EBV LMP1 NFkB: 11

Results for Cc1cc(=O)cc(C)n1-c1ccc2c(c1)nc(C)n2-c1ccccc1 ?
SRC1 inh: -12; SRC2 inh: -6; NR5A2 inv ag: 10; NOD2-RIPK2 inh: -10; SRC3 inh: 10; TROY signal inh: 4; TWEAK-Fn14 inh: -3; COUP-TFII inh: 22; TLR9-MyD88 inh: -3; TRAIL sens C8: 17; EBV LMP1 NFkB: 0

What do the screens show for `CC(C)c1onc(C(=O)NC2CCCCC2)c1[N+](=O)[O-]`?
SRC1 inh: 1; SRC2 inh: -7; NR5A2 inv ag: -2; NOD2-RIPK2 inh: -7; SRC3 inh: -5; TROY signal inh: -11; TWEAK-Fn14 inh: -3; COUP-TFII inh: 12; TLR9-MyD88 inh: -3; TRAIL sens C8: -2; EBV LMP1 NFkB: 5

What do the screens show for `CC(C)c1ccc(NC(=O)COc2ccccc2)cc1`?
SRC1 inh: -46; SRC2 inh: -57; NR5A2 inv ag: -90; NOD2-RIPK2 inh: 4; SRC3 inh: -32; TROY signal inh: -34; TWEAK-Fn14 inh: -45; COUP-TFII inh: 2; TLR9-MyD88 inh: -6; TRAIL sens C8: 7; EBV LMP1 NFkB: -12

The list goes on; it opens with the 2 that closed the last part.
What do the screens show for `CC(C)c1onc(C(=O)NC2CCCCC2)c1[N+](=O)[O-]`?
SRC1 inh: 1; SRC2 inh: -7; NR5A2 inv ag: -2; NOD2-RIPK2 inh: -7; SRC3 inh: -5; TROY signal inh: -11; TWEAK-Fn14 inh: -3; COUP-TFII inh: 12; TLR9-MyD88 inh: -3; TRAIL sens C8: -2; EBV LMP1 NFkB: 5

What do the screens show for `CC(C)c1ccc(NC(=O)COc2ccccc2)cc1`?
SRC1 inh: -46; SRC2 inh: -57; NR5A2 inv ag: -90; NOD2-RIPK2 inh: 4; SRC3 inh: -32; TROY signal inh: -34; TWEAK-Fn14 inh: -45; COUP-TFII inh: 2; TLR9-MyD88 inh: -6; TRAIL sens C8: 7; EBV LMP1 NFkB: -12

Results for COC(=O)C1=C(C)N=C2SC(C)C(=O)N2C1/C=C/c1ccccc1OC (stereo not drawn) ?
SRC1 inh: 5; SRC2 inh: 12; NR5A2 inv ag: 18; NOD2-RIPK2 inh: 4; SRC3 inh: 23; TROY signal inh: 0; TWEAK-Fn14 inh: -2; COUP-TFII inh: 13; TLR9-MyD88 inh: 1; TRAIL sens C8: -5; EBV LMP1 NFkB: -7

What do the screens show for `COc1ccc(C2=NOC(C(=O)NCC(C)C)C2)cc1` (stereo not drawn)?
SRC1 inh: -79; SRC2 inh: -23; NR5A2 inv ag: -50; NOD2-RIPK2 inh: -6; SRC3 inh: -43; TROY signal inh: -39; TWEAK-Fn14 inh: 7; COUP-TFII inh: -37; TLR9-MyD88 inh: -4; TRAIL sens C8: 9; EBV LMP1 NFkB: -6

Results for COc1ccc(C)cc1NC(=O)CSc1ccc(-c2ccccn2)nn1 ?
SRC1 inh: 0; SRC2 inh: 10; NR5A2 inv ag: -5; NOD2-RIPK2 inh: 0; SRC3 inh: -1; TROY signal inh: -9; TWEAK-Fn14 inh: 3; COUP-TFII inh: -11; TLR9-MyD88 inh: 3; TRAIL sens C8: -2; EBV LMP1 NFkB: -3

Results for CCC(=O)Nc1nn(CC(C)C)c2nc3ccc(C)cc3cc12 ?
SRC1 inh: -3; SRC2 inh: -33; NR5A2 inv ag: -2; NOD2-RIPK2 inh: 3; SRC3 inh: 4; TROY signal inh: -15; TWEAK-Fn14 inh: 13; COUP-TFII inh: 10; TLR9-MyD88 inh: 2; TRAIL sens C8: -5; EBV LMP1 NFkB: -4

Results for COc1ccc(CCNCC(O)COc2ccc(Cl)cc2)cc1OC (stereo not drawn) ?
SRC1 inh: 0; SRC2 inh: -10; NR5A2 inv ag: -3; NOD2-RIPK2 inh: 1; SRC3 inh: 12; TROY signal inh: 9; TWEAK-Fn14 inh: -1; COUP-TFII inh: 6; TLR9-MyD88 inh: -6; TRAIL sens C8: -4; EBV LMP1 NFkB: 1

Results for Cc1ccc(NC(=O)CSCC(=O)OC(C)C(=O)Nc2ccccc2C)cc1 (stereo not drawn) ?
SRC1 inh: 4; SRC2 inh: -8; NR5A2 inv ag: 17; NOD2-RIPK2 inh: -2; SRC3 inh: 2; TROY signal inh: -11; TWEAK-Fn14 inh: -13; COUP-TFII inh: -4; TLR9-MyD88 inh: -4; TRAIL sens C8: -35; EBV LMP1 NFkB: -4

Results for COc1ccc(-n2c(C)nnc2SCC(=O)N2CCOCC2)cc1 ?
SRC1 inh: -7; SRC2 inh: 0; NR5A2 inv ag: -7; NOD2-RIPK2 inh: 4; SRC3 inh: 6; TROY signal inh: -12; TWEAK-Fn14 inh: 18; COUP-TFII inh: 16; TLR9-MyD88 inh: 1; TRAIL sens C8: -5; EBV LMP1 NFkB: -5

An excerpt (hit frequency here may not be typical).
